SMARCA2 act – activators of SMARCA2 function; AID 652017; hit rate 1% among 370,000; activation, % at 9.1 µM; MG213 cells, MMTV-luciferase reporter, dexamethasone, overnight; in the data active means activation above about 7.8%;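 further: 0% = vehicle wells and 100% = reference activator wells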
FXN GAA850 act – frataxin GAA850 promoter activation | HEK293 lucGAA850 FXN promoter luciferase reporter, 24 h; percent of 10 µM SAHA response | activation, % at 6 µM | hit rate 0.56% among 360,000 | AID 540364;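 active means activation above the average of all compounds screened plus 3 SD, cutoff fixed separately per campaign, cut at about 7.5% in these data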;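 further: 0% = DMSO wells and 100% = 10 µM SAHA wells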
ssDAF12 agonist – S. stercoralis DAF-12 activation, primary screen; hit rate 1% among 370,000; AID 652126; HEK293 ssDAF-12/GRIP1 lit1-tk-luc reporter, luminescence; % of 3 µM dafachronic acid response; activation, % at 6.8 µM;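 active means activation above the mean over all tested compounds plus 3 SD, cut at about 0.9% in these data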;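 further: 0% = DMSO-only wells and 100% = 3 µM delta7-dafachronic acid wells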
NPR2 activator – GC-B (human) receptor activation; HEK293-GC-B cells, CNP EC30, cGMP TR-FRET; 0% at EC30 CNP, 100% saturating CNP; activation, % at 10 µM; hit rate 0.11% among 370,000; AID 1920062;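 active means activation at 10 µM reaching about 35% in either raw or pattern-adjusted values, limit read from the data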
Target sequence (P20594 whole entry, looked up): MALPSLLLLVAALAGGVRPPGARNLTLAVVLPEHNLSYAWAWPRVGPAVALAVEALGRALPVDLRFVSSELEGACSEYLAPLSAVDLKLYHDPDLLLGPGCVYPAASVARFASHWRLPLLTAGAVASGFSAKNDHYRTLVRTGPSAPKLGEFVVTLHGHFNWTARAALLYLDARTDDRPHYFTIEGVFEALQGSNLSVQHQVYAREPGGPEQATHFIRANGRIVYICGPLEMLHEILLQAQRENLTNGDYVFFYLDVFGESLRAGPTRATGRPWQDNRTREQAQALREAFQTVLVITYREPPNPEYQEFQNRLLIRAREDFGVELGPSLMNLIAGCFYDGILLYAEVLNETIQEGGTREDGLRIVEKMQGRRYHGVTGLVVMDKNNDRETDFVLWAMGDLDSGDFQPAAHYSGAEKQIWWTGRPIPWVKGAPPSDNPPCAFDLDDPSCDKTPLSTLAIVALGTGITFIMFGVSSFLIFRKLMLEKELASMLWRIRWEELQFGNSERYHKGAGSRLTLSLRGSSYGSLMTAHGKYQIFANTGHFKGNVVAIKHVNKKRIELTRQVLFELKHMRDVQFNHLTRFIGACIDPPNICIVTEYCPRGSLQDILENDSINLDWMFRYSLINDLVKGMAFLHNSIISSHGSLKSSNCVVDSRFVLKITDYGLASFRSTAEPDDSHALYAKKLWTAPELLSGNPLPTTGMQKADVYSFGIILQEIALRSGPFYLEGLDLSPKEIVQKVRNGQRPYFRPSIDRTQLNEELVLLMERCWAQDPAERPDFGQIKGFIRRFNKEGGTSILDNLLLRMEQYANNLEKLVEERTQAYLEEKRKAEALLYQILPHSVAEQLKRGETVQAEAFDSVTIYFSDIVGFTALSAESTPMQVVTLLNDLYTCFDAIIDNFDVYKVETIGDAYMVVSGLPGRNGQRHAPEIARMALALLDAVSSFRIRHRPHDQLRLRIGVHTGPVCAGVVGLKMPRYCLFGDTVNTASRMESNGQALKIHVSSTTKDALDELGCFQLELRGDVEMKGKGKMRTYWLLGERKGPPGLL
GC-A act – GC-A (human) enzyme activation | hit rate 0.14% among 370,000 | P16066 | activation, % at 10 µM | HEK293 GC-A cells, cGMP TR-FRET, EC30 ANP; 0% at EC30 ANP, 100% saturating ANP | AID 1671463; in the data active means activation above about 40%
DAX1 inh-1 – blocks DAX1 repression of SF-1 activated StAR promoter; AID 652010; HEK293T StAR-luciferase reporter, SF-1/DAX-1 repression relief; inhibition, % at 6.8 µM; hit rate 1.1% among 370,000;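 active means inhibition above the mean over all tested compounds plus 3 SD, cut at about 3.6% in these data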;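 further: 0% = DAX-1 cells with DMSO and 100% = cells lacking DAX-1 with DMSO; higher inhibition means more luminescence from relief of DAX-1 repression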
DAX1 inh-2 – NR0B1 (DAX1) inhibition | AID 504766 | HEK293 Gal4-DAX1 luciferase reporter, luminescence | hit rate 0.99% among 340,000 | P51843 | inhibition, % at 6.75 µM;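 active means inhibition above the mean over all tested compounds plus 3 SD, cut at about 4.2% in these data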;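 further: 0% = DAX1-transfected cells with DMSO and 100% = empty-vector control cells with DMSO; inhibition shows as a rise in luminescence from relieved DAX1 repression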
hgDAF-12 ag – activates the H. glycines DAF-12 receptor ligand-binding domain; hit rate 1.8% among 370,000; activation, % at 6.8 µM; AID 687014; HEK293 GAL4-hgDAF12 UAS-luciferase reporter, agonist luminescence; normalized to butyrate control;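 active means activation above a cutoff set at the mean of all screened compounds plus 3 SD, cut at about 10% in these data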;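 further: 0% = DMSO wells and 100% = sodium butyrate wells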
proKLK7 act – activators of human kallikrein-7 zymogen | P49862 | purified proKLK7, EDANS-DABCYL substrate fluorescence; 100% is mature enzyme control, 0% vehicle | activation, % at 7 µM | hit rate 0.9% among 370,000 | AID 652039;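 active means activation above the mean of all tested compounds plus 3 SD, computed per campaign excluding outliers beyond control limits, cut at about 13% in these data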
hcDAF12 agonist – H. contortus DAF-12 activation, primary screen; HEK293 hcDAF-12 lit1-tk-luc reporter, luminescence; 0% DMSO, 100% Δ7-dafachronic acid; hit rate 1.4% among 370,000; AID 652067; activation, % at 6.8 µM;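 active means activation above the mean of all tested compounds plus 3 SD, cut at about 5.5% in these data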;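 further: 100% = response to 3 µM Δ7-dafachronic acid high control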
HGIII-sPLA2 inh – Inhibits HGIII-sPLA2 liposome hydrolysis, primary screen | Q9NZ20 | QFRET BODIPY PC-A2 liposome hydrolysis, fluorescence | inhibition, % at 12.2 µM | hit rate 0.56% among 370,000 | AID 743126;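 active means inhibition above mean plus 3 SD of compounds lying within the high and low control bounds, cut at about 19% in these data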;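 further: 0% = median of test compound wells and 100% = no enzyme DMSO wells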
The depositor's hits bear a star; nt = not tested or not shown. No enrichment for hits; any-hit rate near 6.7%.

SMILES	SMARCA2 act	FXN GAA850 act	ssDAF12 agonist	NPR2 activator	GC-A act	DAX1 inh-1	DAX1 inh-2	hgDAF-12 ag	proKLK7 act	hcDAF12 agonist	HGIII-sPLA2 inh
CSc1ccc(CNC(=O)C2(C)CCCN2CC(C)C)cc1 (stereo unspecified)	-3	2.5	-1.1	4	-3	-0.8	nt	1.2	0.3	0.1	4
O=C(c1sc2ccccc2c1Cl)N(Cc1ccco1)C1CCS(=O)(=O)C1 (stereo unspecified)	-3	-1.6	-1.4	-11	0	-0.2	-0.3	-0.2	-0.2	-1.2	-7
COC(=O)C1CCN(C(=O)c2cc(-c3ccco3)nc3ccccc23)CC1	0	2.4	-0.6	4	-3	0.1	-0.7	1.4	48*	2.2	-5
Cc1ccc(C(=O)N2CCN(c3ncnc4c3cnn4-c3ccccc3)CC2)cc1	0	-0.4	-0.6	4	2	0.1	0.8	0.2	-0.2	2.2	7
NC(N)=NS(=O)(=O)c1ccc(N=C2C(=O)Nc3ccccc32)cc1	-2	0.0	-1.1	2	-2	0.0	0.2	0.4	0.1	2.5	-5
COc1cccc2cc(C(=O)NCCN3CCOCC3)c(=O)oc12	-1	3.6	-1.1	3	3	0.3	0.8	0.1	-8.2	-0.5	12
N#CC(C(=O)NCCc1ccccc1)c1nc2ccccc2nc1N1CCOCC1 (stereo unspecified)	0	1.3	-0.8	4	6	-0.4	-0.5	-0.9	-13	0.6	-2
CC(=O)N1CCC(C(=O)NC2CC(C)(C)Cc3c2cnn3-c2ccc(F)cc2)CC1 (stereo unspecified)	-2	2.5	-1.4	7	3	-0.1	-0.4	-0.6	-1.2	-1.1	2
Cc1c(C(=O)N(Cc2ccccc2)C(C)C)cnn1-c1ccccc1	1	0.0	-1.8	-1	-1	-0.3	0.2	-2.3	0.2	-1.9	-1
CCOc1ccc(OCCC(=O)OCC(=O)N2CCN(c3ccc(OC)cc3)CC2)cc1	-1	-0.6	-1.4	2	3	0.1	0.3	-0.1	0.3	0.1	2
Cc1ccc(OCc2nnc(NC(=O)c3cccnc3)s2)cc1	-4	0.8	-1.6	-4	3	0.0	0.9	2.2	0.1	-1.7	-15
Cc1ccc(CNC(=O)COc2ccc(S(=O)(=O)N3CCCC3)cc2)cc1	-4	-1.1	-1.7	2	-3	-0.2	-1.3	1.4	0.2	0.0	10
COc1cccc(NC(=O)c2cnc(SC)nc2)c1	1	1.6	1.3*	-2	0	-0.5	0.5	2.8	0.2	4.3	1
CC(=N\NC(=O)c1ccc([N+](=O)[O-])cc1)/C(=N/O)C(=O)Nc1ccccc1	-4	1.8	-1.0	-1	9	-0.4	0.4	0.0	-0.5	-2.6	-11
COCCCn1c(SCC(=O)Nc2ccccc2F)nnc1-c1ccoc1C	2	1.7	-0.7	0	-4	-0.1	0.8	-0.4	-0.1	-0.1	5
NNc1nc2c(F)cccc2s1	0	-0.6	0.0	-4	-1	1.3	2.1	4.3	-0.3	5.5	1
O=C(O)c1cccc2c1C(=O)c1ccc(Cl)cc1S2(=O)=O	1	-0.8	-1.1	2	0	0.2	-1.2	2.0	0.8	-0.7	5
Cc1ccc2oc(=O)c3cnn(CC(=O)N4CCc5ccccc5C4)c3c2c1	4	1.1	-1.1	-4	-2	0.1	6.3*	2.7	-0.9	0.6	-1
COC(=O)/C=C1/N/C(=N\c2nc(C)cc(C)n2)N(c2ccc(C)c(C)c2)C1=O	-1	1.4	-1.1	2	-4	-0.6	0.1	-2.6	-0.1	-2.2	3
COC(=O)c1sccc1NC(=O)CSc1cc(Cl)ccc1Cl	0	1.3	-1.1	-13	-8	-0.2	-0.1	-2.1	-0.3	-2.7	-19
Cc1onc(-c2ccc(Cl)cc2)c1-c1ccn(S(=O)(=O)c2cccc(Cl)c2)n1	-6	nt	-1.5	-3	-9	-1.6	nt	2.8	0.2	0.4	11
O=C(Nc1ccccn1)c1sc2cccc(F)c2c1Cl	3	4.3	1.1*	-8	-6	8.4*	2.8	19*	0.1	14*	-3
COc1ccc(N(C(=O)c2ccncc2)S(=O)(=O)c2ccc(F)cc2)cc1	-1	-1.7	-0.7	-4	-3	-2.1	1.5	-0.4	0.2	-1.5	-3
CCO/C=C1/C(=O)N(C)C(=O)c2cc(OC)ccc21	1	-0.9	-0.7	0	-2	-0.4	0.4	0.8	-2.0	-0.1	4
Cc1c(C(C)O)nnn1-c1nonc1N (stereo unspecified)	-5	-1.2	-0.7	4	1	0.1	0.4	1.0	-0.6	-0.1	14
CCOc1ccc(S(=O)(=O)N/N=C(\C)Cc2ccc(OC)cc2)cc1	-2	3.2	-1.0	3	-6	-0.2	-0.5	-1.4	-0.4	-1.3	2
O=C(Nc1c(F)cc(F)cc1Br)c1cc(-c2ccc(O)cc2)on1	-1	-1.4	-1.1	1	-8	1.3	-0.3	1.8	0.8	0.9	-28
O=C(Nc1ccccc1)Nc1cc(OCC(F)(F)F)cc(OCC(F)(F)F)c1	-10	-11	-2.9	-4	8	-4.1	-3.8	-14	-0.5	-5.3	-7
COc1cc(OC)c(OC)cc1CNC1CCCCCC1	-2	0.1	-0.7	-5	0	0.5	1.0	-1.3	0.1	1.5	4
NCc1csc(Nc2ncccn2)n1	-1	-1.7	-1.4	-1	0	1.1	nt	3.5	0.2	-0.6	3
C=CCNC(=O)C1CCN(c2cc(C)nc(-c3ccccc3)n2)CC1	1	-0.9	-1.0	-3	1	-0.4	-0.3	-0.3	-0.2	-3.6	-1
O=C(CCCCCn1c(=S)[nH]c2ccsc2c1=O)NC1CCCCC1	8.7*	-2.0	-0.5	-6	-6	-0.2	-0.5	-0.6	-0.4	0.3	11
Cc1[nH]nc2c1C(C(C)c1ccccc1)C(C#N)=C(N)O2 (stereo unspecified)	-3	-2.3	-0.4	4	0	-0.2	0.1	-2.0	0.3	-0.9	-4
CCN(CC(=O)Nc1ccc(OC)cc1)C(=O)Cc1cccs1	-2	1.3	-1.0	1	-1	0.7	0.7	0.4	0.0	2.2	1
Cc1cc(-c2ccccc2)oc(=O)c1NC(=O)c1ccccc1	1	-0.3	-2.3	4	3	0.1	0.6	-0.2	0.7	-1.2	0
CN=c1scc(-c2cccs2)n1/N=C/c1ccccc1O	-11	-14	-3.6	10	14	-4.1	-5.5	-21	-27	-11	12
C=C(C)CC(NCc1ccco1)c1ccc(OC)cc1 (stereo unspecified)	1	-0.9	-1.0	-18	-34	-0.9	-0.6	0.4	0.1	0.7	-4
CC(C)(C)C1=Nn2c(nnc2C2CCCCC2)SC1	0	2.4	-1.3	0	6	-0.5	-0.9	0.4	-0.4	-0.8	-3
CCn1c(C)nc2cc(C(=O)NNC(=O)Nc3ccc(Cl)cc3)ccc21	-3	4.5	-1.4	-9	-1	-0.6	1.2	2.6	-0.1	-1.6	-1
COc1cccc2sc(NNC(=O)C3=COCCO3)nc12	-1	8.2*	-0.9	1	-3	0.6	-1.0	4.0	-0.1	-1.4	8

Structures listed so far with a cyano group:
SMILES	SMARCA2 act	FXN GAA850 act	ssDAF12 agonist	NPR2 activator	GC-A act	DAX1 inh-1	DAX1 inh-2	hgDAF-12 ag	proKLK7 act	hcDAF12 agonist	HGIII-sPLA2 inh
N#CC(C(=O)NCCc1ccccc1)c1nc2ccccc2nc1N1CCOCC1 (stereo unspecified)	0	1.3	-0.8	4	6	-0.4	-0.5	-0.9	-13	0.6	-2
Cc1[nH]nc2c1C(C(C)c1ccccc1)C(C#N)=C(N)O2 (stereo unspecified)	-3	-2.3	-0.4	4	0	-0.2	0.1	-2.0	0.3	-0.9	-4

Later entries:
SMILES	SMARCA2 act	FXN GAA850 act	ssDAF12 agonist	NPR2 activator	GC-A act	DAX1 inh-1	DAX1 inh-2	hgDAF-12 ag	proKLK7 act	hcDAF12 agonist	HGIII-sPLA2 inh
COc1cc(NC(=O)c2cc(OC)c(OC)c(OC)c2)c2ncccc2c1	2	1.3	-1.8	3	6	-0.7	-0.1	-2.1	-1.8	-2.9	-4
Cc1cccc(NC(=O)c2cc(S(=O)(=O)N3CCCCC3)c[nH]2)c1C	-3	-0.6	-0.7	6	1	-1.5	-0.2	1.6	-0.3	-1.2	2
Cc1ccc(CSC2=NCCN2C(=O)C2CC2)cc1	1	-0.3	-1.1	3	-2	0.1	-0.4	-1.1	0.8	-0.4	3
CC(C)(C)CC(=O)Nc1ccccc1N1CCN(c2ccc(F)cc2)CC1	-1	1.3	-1.8	-1	10	-0.4	-1.3	1.9	0.2	-1.9	6
CN1CCN(S(=O)(=O)c2ccc(NN)nc2)CC1	0	-0.3	-1.2	4	-2	-0.1	0.2	0.1	-2.1	-0.5	-4
CC(C)Cn1c(-c2cccnc2)nc2c1c(=O)[nH]c(=O)n2CC(C)C	2	0.6	-0.9	-7	-14	-0.2	0.8	-0.4	-0.1	-1.4	0
Cc1nc2cc(C(=O)O)ccc2s1	4	6.7	0.3	4	-1	2.0	1.2	15*	-0.5	2.6	3
N/C(=N\OC(=O)Cc1cccs1)c1ccc([N+](=O)[O-])cc1	1	0.6	-0.8	3	4	-0.5	-1.0	11*	0.1	-0.8	-5
O=C1c2cccc(OCC(=O)N3CCCc4ccccc43)c2CCN1Cc1ccc(F)cc1	1	-0.6	-2.3	9	6	-1.1	-1.7	-0.9	-0.1	-3.3	-11
CCC1C(=O)NCCN1C(=O)c1ccc2nc(Cc3ccc(OC)cc3)oc2c1 (stereo unspecified)	-4	-0.1	-1.0	-2	0	-1.2	0.2	-0.4	-0.4	0.1	3
c1ccc(C(=NNc2nc3ccccc3s2)c2ccccn2)cc1	-3	-4.7	-1.4	-6	3	-4.1	-4.0	-5.5	-1.3	-3.0	5
C(=N\n1cnnc1)/c1ccc(-c2ccccc2)cc1	-2	-1.8	-0.9	-5	0	-0.1	-1.1	3.7	-0.8	-2.0	0
NC(=O)CC(NC(=O)c1ccccc1)c1ccc(NC2CCN(Cc3ccccc3)CC2)c([N+](=O)[O-])c1 (stereo unspecified)	1	1.0	-1.3	5	4	0.1	1.0	0.6	-0.2	1.7	-4
COC(=O)[C@]12C[C@H](CC(=O)N3CCN(C(=O)c4ccco4)CC3)C(=O)N(Cc3cccc4ccccc34)C1=C[C@H](COCc1ccccc1)O[C@@H]2C	-2	nt	-2.0	5	0	-2.2	nt	-1.8	0.5	-4.5	-11
Nc1nonc1C(=O)NCCNC(=O)c1ccccc1F	0	3.4	-1.3	3	4	-0.3	-0.5	0.8	-0.2	-0.2	5
Cc1ccc(-c2csc(N/N=C/c3ccco3)n2)c(C)c1	2	-4.5	-2.3	4	6	-0.7	-1.9	-0.2	-0.7	-3.5	-5
CCCNC(=O)c1ccc(S(=O)(=O)c2ccc(OC)cc2)c([N+](=O)[O-])c1	-4	1.3	-1.9	-4	-5	-1.1	-0.3	-3.6	-0.7	-4.8	1
CCN(CC)CCCn1c2c(c(SCC(=O)Nc3ccc(OC(F)(F)F)cc3)nc1=O)CCC2	0	-0.7	-1.1	0	2	-0.1	0.5	0.5	-0.3	-0.3	-11
Cc1ccc(Nc2nc3ccccc3n3cnnc23)c(Cl)c1	-1	1.3	-0.8	-16	-9	0.3	-0.3	1.1	-0.9	0.6	14
O=C(O)C1(P(=O)(c2ccccc2)c2ccccc2)CCC1	1	0.8	-1.1	3	2	-0.1	0.9	0.9	-0.7	-0.6	-2
